AmpC no deterg = blocks E. coli AmpC beta-lactamase in detergent-free assay. P00811. AmpC nitrocefin hydrolysis, absorbance 480 nm, 0.0001% Triton. Potency, µM (top dose mostly 57.1 µM), inactives show at the top dose activity change, negative = inhibition, actives largely listed as inhibitors. 330,000 tested, 0.52% active. AID 485341;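 note: potency is the fitted concentration of half-maximal effect; plate controls were no compound for no effect and no enzyme for full effect; nearly all actives have a fitted effect of over 20% in size; some results filed as inactive show a strong effect at the top dose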
Target sequence (P00811 whole entry, looked up): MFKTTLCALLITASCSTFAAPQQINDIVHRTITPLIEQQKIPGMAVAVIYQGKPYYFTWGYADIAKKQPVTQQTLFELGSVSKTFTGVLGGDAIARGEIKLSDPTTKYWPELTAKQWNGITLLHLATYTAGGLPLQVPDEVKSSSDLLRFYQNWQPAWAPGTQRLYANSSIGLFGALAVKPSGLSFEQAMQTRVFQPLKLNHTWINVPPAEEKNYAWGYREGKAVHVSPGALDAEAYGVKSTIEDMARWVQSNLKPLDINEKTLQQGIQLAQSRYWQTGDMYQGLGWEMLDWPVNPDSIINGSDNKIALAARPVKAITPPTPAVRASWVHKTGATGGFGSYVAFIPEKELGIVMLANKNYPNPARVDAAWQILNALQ
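20 mM phosphate pH 7.0 + 0.01% (detergent screen) or 0.0001% Triton X-100; 5.3 nM AmpC reagent; cpd preinc 15 min RT; nitrocefin (800 uM stock) to start; A480 q20 s × 4 min; Activity was normalised to no-enzyme and no-compound control wells.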
AmpC detergent = blocks E. coli AmpC beta-lactamase in detergent assay; AmpC hydrolysis of nitrocefin, absorbance 480 nm, 0.01% Triton; Potency, µM (top dose mostly 114 µM), for the others: at the top dose activity change, negative = inhibition, most hits filed as inhibitors; 370,000 tested, 0.041% active;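 note: potency is the fitted concentration of half-maximal effect; 0% = no-compound wells and -100% = no-enzyme wells; nearly all actives have a fitted effect of over 25% in size; some results filed as inactive show a strong effect at the top dose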
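20 mM phosphate pH 7.0 + 0.01% (detergent screen) or 0.0001% Triton X-100; 5.3 nM AmpC reagent; cpd preinc 15 min RT; nitrocefin (800 uM stock) to start; A480 q20 s × 4 min; Activity was normalised to no-enzyme and no-compound control wells.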
Shiga inhibitor = inhibitors of Shiga toxin in Vero cells | AID 2315 | 290,000 tested, 9.2% active | Vero cells, Shiga toxin protein synthesis inhibition reporter | inhibition, % at 38.7 µM; in the data active = inhibition mostly above about 28%, no sharp cut-off; inactive = mostly below about 43%; note: 0% is about no effect
CHX counter = counter-screen for Shiga toxin inhibitors: cycloheximide protein synthesis inhibition | cell reporter, cycloheximide protein synthesis inhibition counterscreen | 300,000 tested, 12% active | max response, %; in the data active = max response mostly above about 13%, no sharp cut-off; inactive = mostly below about 14%; note: read at 38.3 µM for the half of the compounds with a filed dose; 0% is about no effect
AMA1-RON2 inh = AMA1-RON2 (P. falciparum) interaction inhibition; 360,000 tested, 0.2% active; AlphaScreen AMA1-biotinylated RON2 peptide binding; Potency, µM (series often up to 58.2 µM), inactives show top-dose activity change, negative = inhibition, hits mostly inhibitors;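 note: potency is the fitted concentration of half-maximal effect; 0% = vehicle wells and -100% = peptide control; nearly all actives have a fitted effect of over 45% in size; some results filed as inactive show a strong effect at the top dose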
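AMA1 (3D7) with his tag at 25 nM final met compounds first, then biotinylated RON2 peptide at 25 nM; detection used donor plus acceptor beads, 10 µg/mL apiece, read by AlphaScreen after 30 min at room temperature.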
HCMV inh = blocks human cytomegalovirus replication. HFF cells, HCMV-luciferase reporter, 72 h; stronger effect = lower value. 410,000 tested, 4.5% active. AID 1259415. activity change, negative = inhibition, % at 57.5 µM; in the data active = activity change below about -60%; inconclusive = no clear call, values can overlap the other calls; inactive = above about -39%; note: % is set by controls: 0 for no effect and ±100 for the full control effect
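Screen run at 2 compound doses on HFFs infected with reporter HCMV, MOI 1 PFU/cell. Luciferase activity from cell lysates at 72 h post infection gave inhibition relative to buffer-only and Salinomycin wells.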
FBPA Giardia inh = blocks Giardia fructose-bisphosphate aldolase activity. Potency, µM (series often up to 59.6 µM), for the others: top-dose activity, negative = inhibition, most hits filed as inhibitors. AID 2451. 290,000 tested, 0.71% active. purified Giardia FBPA; note: potency is the fitted concentration of half-maximal effect; % is set by controls: 0 for no effect and ±100 for the full control effect; nearly all actives have a fitted effect of over 55% in size
Target sequence (A8B2U2 whole entry, looked up): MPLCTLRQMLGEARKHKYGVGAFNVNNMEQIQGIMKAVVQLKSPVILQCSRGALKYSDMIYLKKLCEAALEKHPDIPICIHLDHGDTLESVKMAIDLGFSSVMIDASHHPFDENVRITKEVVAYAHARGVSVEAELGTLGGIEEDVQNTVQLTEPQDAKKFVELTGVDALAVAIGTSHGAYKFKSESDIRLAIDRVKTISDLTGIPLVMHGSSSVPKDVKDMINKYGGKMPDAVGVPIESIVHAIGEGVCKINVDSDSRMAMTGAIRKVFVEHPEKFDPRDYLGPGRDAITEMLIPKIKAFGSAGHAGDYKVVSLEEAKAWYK
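Giardia FBPA (40 nM reagent) was preincubated 10 min at RT with compound (up to 57.5 uM final), then substrate plus GAPDH/TPI/NAD/arsenate coupling system with diaphorase/resazurin was added; resorufin fluorescence (525/598 nm) was read after 20 min.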
* hit, by the source's call; ? = inconclusive; nt = not tested or not shown; & = joins results of further samples; [ ] = remark or other dose. Unless noted, calls come from the whole dose curve; as a rule, active = well fitted curve in the direction sought with a large enough effect; inconclusive = small, poorly fitted or top-dose-only effect, or another doubt; inactive = no such curve, though single readings can be large; an effect the other way counts as inactive or inconclusive.

SMILES	AmpC no deterg	AmpC detergent	Shiga inhibitor	CHX counter	AMA1-RON2 inh	HCMV inh	FBPA Giardia inh
C[C@H](CO)N1C[C@H](C)[C@@H](CN(C)S(=O)(=O)c2ccc(F)cc2)Oc2ccc(NC(=O)Cc3cn(C)c4ccccc34)cc2C1=O	185%[activator]	nt	nt	nt	-4%	-13	nt
Cc1ccc(NC(=O)NC(=O)N(C(C)C)S(=O)(=O)c2ccc(C)cc2)cc1	-32%	-1%	31	23*	-1%	0	-4%
O=C(c1cc(-c2ccc(F)cc2)on1)N1CCCC1	-5%	-2%	66*	50*	3%	86	4%
Cc1ccccc1NC(=O)C(=O)NC(C)CCc1ccccc1 (stereo not given)	-26%	4%	-2	7	12%	-32	0%
CCc1ccc(CN2CC(C(=O)O)CC2=O)cc1 (stereo not given)	-13%	-2%	-10	12	2%	5	5%
O=C1COc2ccc(C(=O)C[n+]3cccc(O)c3)cc2N1	-16%	8%	-3	-2	1%	-11	-7%
O=C(COC(=O)c1cncc(Br)c1)NC1CCCCCC1	-23%	2%	-12	-1	-6%	-6	0%
COc1ccc(Nc2cc(C)nc(N3CCN(C(=O)c4ccc5c(c4)OCO5)CC3)n2)cc1	-27%	?	nt	nt	9%	2	nt
O=C(NCC1CCCO1)c1cccc(NC(=O)c2cccs2)c1 (stereo not given)	-14%	-7%	7	-2	-6%	-31	4%
Cc1c(Cl)c(C(F)F)nn1CC(=O)NC1C(=O)N2C(C(=O)O)=C(CSc3nnnn3C)CSC12 (stereo not given)	-26%	-1%	12	-6	15%	?	-20%
Cc1nn(Cc2ccccc2)c(C)c1C=C1C(=O)NC(=O)NC1=O	-18%	-6%	-6	-4	-21%	3	0%
Cc1ccc(-c2nc(CS(=O)CC(=O)N3CCC4(CC3)OCCO4)c(C)o2)cc1 (stereo not given)	15%	-13%	-1	-1	nt	-23	2%
CC(=O)c1ccc(NC(=S)N(Cc2ccccc2)C(C)C2CC2)cc1 (stereo not given)	-9%	-7%	9	9	-4%	-2	-1%
O=C(NCc1ccccn1)c1cn(-c2ccccc2)nc1-c1ccc(Cl)cc1	1%	-9%	2	-2	-18%	?	-6%
COc1ccc(N(CC(=O)NCCc2cccc(C)c2)S(=O)(=O)c2c(C)noc2C)cc1	86%[activator]	4%&1%	-15	4	-10%	-19	nt
CCC(CC)C(=O)c1c[nH]c(C(=O)NCc2ccccn2)c1	-15%	?	26	10	25%	94	0%
CSc1ccc(C(=O)C2CCCN(C)C2)cc1 (stereo not given)	-11%	3%	-9	-3	11%	14	3%
O=C(CCc1ccccc1)NNC(=O)Nc1ccc(Br)cc1	-46%	3%	35	15	88%[activator]	15	nt
O=C1N/C(=C\c2ccc(O)cc2)C(O)=C1C=NCc1ccccc1	?	-7%	14	16*	15%	-8	-1%
COc1cc2c(cc1NC(=O)COC(=O)[C@@H](NC(=O)c1ccccc1)C(C)C)oc1ccccc12	-24%	0%	19	14	0%	10	6%
COc1ccc(Nc2ncnc3sccc23)c(OC)c1	78%	-3%	18	9	-25%	-20	1%
O=C(NCCCN1CCCC1)c1ccc(Cn2c(=S)[nH]c3ccc(Br)cc3c2=O)cc1	26%	?	20	7	nt	-18	5%
CC(C)c1ccc(/C=C2\SC(N3CCOCC3)=NC2=O)cc1	82%[activator]	3%	23	1	-11%	?	6%
O=C(Nc1nc(-c2ccccn2)cs1)c1ccc([N+](=O)[O-])o1	-45%	6%	10	16	2%	45	nt
COCCN1C(=O)N[C@@H](c2cccc(C(F)(F)F)c2)[C@@H](C(=O)OC)[C@H]1C	nt	nt	nt	nt	1%	-37	8%[12.9 µM]
CCOC(=O)C(=O)/C(C#N)=C/Nc1ccc(F)cc1	-26%	3%	8	4	-2%	0	-4%
O=C(CC1C(=O)NCCN1Cc1ccc(F)cc1)NCCN1CCCc2ccccc21 (stereo not given)	168%[activator]	-5%	10	-1	-7%	-1	?
CC(C)c1ccc(-c2cc(C(=O)N3CCOCC3)c3cc(Br)ccc3n2)cc1	19%	-3%	9	5	-29%	19	nt
COc1ccc(-c2csc(NC(=O)CSCC(=O)Nc3cc(C)on3)n2)c(OC)c1	-28%	-11%	nt	nt	-3%	-3	nt
CC(C)/C=C/CN1CCCC(N2CCN(c3cccc(Cl)c3)CC2)C1 (stereo not given)	70%[activator]	-7%	-3	3	-3%	1	14%
CCCCOc1ccc(-c2nnc(-c3cc[n+](C)cc3)o2)cc1	38%	4%	34	3	-11%	-13	-4%
Cc1nn(C2CCCCC2)c(N)c1-c1ccccc1	-15%	?	33*	-2	-4%	22	-14%
CSc1ccc(-c2nc(CN3CCCCC3c3cccnc3)c(C)o2)cc1 (stereo not given)	108%[activator]	-5%	15	-1	-24%	-13	0%
COc1ccccc1NS(=O)(=O)c1cccs1	-8%	4%	-9	-4	10%	54	?
CCCC(=O)N(Cc1cc(=O)[nH]c2ccccc12)c1ccc(C)cc1C	0%	-5%	-4	-3	-5%	17	2%
CN(C)CCNC(=O)c1csc(Nc2cccc3ccccc23)n1	84%[activator]	-5%	nt	-4	57%[activator]	?	23%
CCCCNC(=O)NC12CC3CC(CC(C3)C1)C2	-10%	-11%	12	-1	-12%	-16	2%
O=C1C2CC=CCC2C(=O)N1Cc1nnc(-c2ccc(Cl)cc2)o1 (stereo not given)	0%	-4%	70*	26*	-7%	14	1%
Cc1oc(S(=O)(=O)N(C)C)cc1C(=O)Nc1ccc(Cl)cc1	-7%	-3%	4	-1	8%	-19	3%
COc1ccc(C(=O)N2CCN(c3ccc(C(C)=O)cc3)CC2)cc1S(=O)(=O)N1CCCC1	51%	nt	nt	nt	-3%	65	nt

Reprinted at random: 2 entries already listed, in no set order.
SMILES	AmpC no deterg	AmpC detergent	Shiga inhibitor	CHX counter	AMA1-RON2 inh	HCMV inh	FBPA Giardia inh
O=C(c1cc(-c2ccc(F)cc2)on1)N1CCCC1	-5%	-2%	66*	50*	3%	86	4%
CCCCNC(=O)NC12CC3CC(CC(C3)C1)C2	-10%	-11%	12	-1	-12%	-16	2%

The listing continues.
SMILES	AmpC no deterg	AmpC detergent	Shiga inhibitor	CHX counter	AMA1-RON2 inh	HCMV inh	FBPA Giardia inh
O=C(O)c1ccc(NS(=O)(=O)c2cccc(C(=O)Nc3cccc(C(=O)O)c3)c2)cc1	-9%	11%	6	4	3%	-15	-9%
NC(=O)COC(=O)c1ccccc1SCC(=O)NC1CCCCCCC1	-11%	-6%	nt	nt	-13%	-24	nt
CCc1ccc(C(CNC(=O)c2ccc3c(=O)n(-c4ccccc4F)c(=S)[nH]c3c2)N(C)C)cc1 (stereo not given)	-21%[11.4 µM]	?	27	9	19%	?	-8%
O=C(Nc1ccc(F)cc1)NC1CCN(Cc2nnnn2Cc2ccco2)CC1	-20%	1%	-4	6	0%	26	0%
O=C1NC2(CCCCCC2)C(=O)N1Cc1cccc([N+](=O)[O-])c1	-6%	3%	-7	1	-5%	1	0%
O=C(N/N=C/C(Br)=C\c1ccccc1)c1ccc2nc[nH]c2c1	-33%	-4%	46	19*	13%	-76*	0%
Cc1cccc(C)c1NC(=O)CN(C)C(=O)COc1cccc2c1OC(C)(C)C2	33%	0%	nt	nt	-2%	-30	nt
CCCCNC(=O)c1onc(CSc2ccc(Cl)cc2)c1C(=O)O	-39%	-15%	-13	-4	1%	0	-27%
O=C(CSCc1cccc(F)c1)N1CCN(c2ccccc2)CC1	50%	-1%	83*	41*	-4%	37	-2%
O=C(OCC(=O)N1CCCC1)c1cc(Br)ccc1Cl	-15%	-5%	35	7	-7%	-35	1%
COC(=O)c1c(C)nn(-c2ccc(OC(F)(F)F)cc2)c1-c1snnc1C	54%	5%	-10	2	-18%	-20	-3%
CCOC(=O)c1[nH]c(C)c(C(=O)N2CCc3c([nH]c4ccccc34)C2c2ccccn2)c1C (stereo not given)	132%[activator]	0%	-20	-1	-8%	18	-10%
O=C(Nc1ccc(F)cc1)c1ccccc1CC[N+](=O)[O-]	?	5%	-5	1	-7%	?	-1%
COc1ccccc1CN1CCN(Cc2ccco2)CC1	-5%	-7%	-2	-2	-21%	24	16µM*
O=C(CN1C(=O)NC(c2ccccc2)(c2ccccc2)C1=O)NCc1ccccc1	-17%	-12%	nt	nt	20%	73	nt
O=C(CN1C(=O)NC2(CCCC2)C1=O)Nc1nc2ccccc2[nH]1	-3%	-2%	nt	nt	39%[activator]	-16	nt
CC1CN(S(=O)(=O)c2cccc(C(=O)OCCOc3ccccc3)c2)CC(C)O1 (stereo not given)	75%[activator]	-2%	nt	nt	-1%[11.6 µM]	-13	nt
COc1ccc(-n2c(SC(C)C(=O)Nc3ncc(Cl)cc3Cl)nc3ccccc32)cc1 (stereo not given)	0%	3%	-2	2	-7%	-85*	-6%
CNC(=O)Oc1ccc(-c2cn3cc(Cl)ccc3n2)cc1	-21%	-5%	55	21*	-18%	?	-22%
CCOC(=O)CN(C(=O)CNC(=O)c1cccs1)C(C(=O)NC1CCCCC1)c1cccs1 (stereo not given)	0%	2%	-7	-1	-3%	65	0%
COc1ccc(/C=C/C(=O)NC(=S)Nc2ccc(S(N)(=O)=O)cc2)cc1OC	-8%	?	nt	-2	-5%	33	-22%
O=C(Cn1nnc(-c2ccccc2-n2cnnn2)n1)c1ccccc1	-34%	?	18	5	12%	-23	-5%
Cc1c(OCC(=O)NCc2ccncc2)ccc2c3c(c(=O)oc12)CCCC3	4%	-1%	4	9	-1%	-30	nt
COc1ccc(NC(=O)CC(C)n2ccnc2)cc1 (stereo not given)	1%	-2%	-13	0	62%[activator]	68	-4%
CC(Oc1ccccc1)C(=O)NNC(=O)c1ccccn1 (stereo not given)	-21%	-6%	19	5	36%[activator]	?	14%
O=C(CNC(=O)c1cccs1)NCC(=O)OCc1c(Cl)cccc1Cl	-15%	-1%	-16	-4	13%	-26	6%
CC(CN(C)Cc1ccccc1)OC(=O)c1cccs1 (stereo not given)	-11%	-5%	10	13	-4%	28	8%
COc1cc(C(=O)NCc2ccc(S(N)(=O)=O)cc2)ccc1OCC(=O)Nc1cccc(C(F)(F)F)c1	-36%	-4%	nt	nt	16%	-21	nt
Cc1ccccc1C(=O)/C=C1\NC(=O)CS1	-20%	-2%	3	-3	1%	74	-11%
CC(=O)N(c1ccccc1)C1CC(C)N(C(=O)c2ccccc2)c2ccccc21 (stereo not given)	66%[activator]	-19%	nt	4	6%	-38	-1%

A few values from the list:
COc1ccccc1NS(=O)(=O)c1cccs1 – AmpC no deterg = -8%
O=C(Nc1nc(-c2ccccn2)cs1)c1ccc([N+](=O)[O-])o1 – HCMV inh = 45

High-throughput results as filed in PubChem.
